Screening results as filed in PubChem.
POLK inh: blocks human DNA polymerase kappa activity | Q9UBT6 | purified Pol kappa, fluorescent DNA synthesis assay, 10 min | Potency, µM (titrated, usually from 107 µM), for the others: top-dose activity, negative = inhibition, hits mostly inhibitors | 0.53% of 400,000 active; also: potency is read from the fitted curve at half-maximal effect; % is scaled to controls: 0 for no effect and ±100 for the full control effect
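Kinetic fluorescence readout at 0 and 10 min followed reaction start with substrate at 50 nM final. Beforehand, enzyme (10 nM Pol kappa) stood 15 min with compound at room temperature; buffer-only wells were negative controls.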
Anesthetic bind: binds horse apoferritin like a general anesthetic; P02791; apoferritin/1-aminoanthracene competitive binding, fluorescence; Potency, µM (doses to about 77.5 µM), inactives show at the highest dose activity change, negative = displacement, hits mostly inhibitors; 0.074% of 350,000 active; also: potency is read from the fitted curve at half-maximal effect; % is scaled to controls: 0 for no effect and ±100 for the full control effect; nearly all actives have a fitted effect of over 20% in size
Target sequence (P02791 2-175 limits assumed): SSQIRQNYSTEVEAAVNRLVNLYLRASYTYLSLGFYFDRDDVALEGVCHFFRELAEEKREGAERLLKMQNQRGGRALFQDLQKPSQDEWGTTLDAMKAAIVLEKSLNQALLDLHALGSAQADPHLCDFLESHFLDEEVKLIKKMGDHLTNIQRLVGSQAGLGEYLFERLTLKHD
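In PBS, apoferritin at 10 uM is loaded with 1-AMA from a 50% saturated solution. After 10 min of compound exposure at ambient temperature, reduced 535 nm fluorescence indicates probe displacement.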
APE1 inh: APE1 (human) endonuclease inhibition; recombinant APE1, TAMRA/BHQ-2 abasic DNA cleavage fluorescence; P27695; 0.35% of 350,000 active; AID 2517; Potency, µM (doses to about 65.8 µM), for inactives: at the highest dose activity change, negative = inhibition, hits mostly inhibitors;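 also: potency is read from the fitted curve at half-maximal effect; plate controls were vehicle for no effect and reference inhibitor for full effect; nearly all actives have a fitted effect of over 55% in size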
Target sequence (P27695 whole entry, looked up): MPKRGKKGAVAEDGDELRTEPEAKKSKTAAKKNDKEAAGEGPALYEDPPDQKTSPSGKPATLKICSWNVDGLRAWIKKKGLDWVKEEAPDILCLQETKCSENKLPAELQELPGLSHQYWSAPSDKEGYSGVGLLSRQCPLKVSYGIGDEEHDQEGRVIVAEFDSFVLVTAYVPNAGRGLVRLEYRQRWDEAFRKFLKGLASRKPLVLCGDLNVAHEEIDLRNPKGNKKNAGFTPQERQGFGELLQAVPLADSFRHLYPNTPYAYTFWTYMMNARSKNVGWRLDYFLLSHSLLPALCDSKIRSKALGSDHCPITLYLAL
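Substrate: short duplex with […] THF abasic site, 5'-TAMRA and 3'-BHQ-2, 50 nM final. APE1 at 0.75 nM, preincubated 15 min RT with compound. Fluorescence increase from first to third read measured activity.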
POLI inh: DNA polymerase iota (human) inhibition; Potency, µM (doses to about 115 µM), for inactives: top-dose activity, negative = inhibition, usual class: inhibitors; 1% of 390,000 active; Pol iota fluorescent replication assay, 10 min; also: potency is read from the fitted curve at half-maximal effect
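Fluorescent replication assay read twice, at 0 min and 10 min after adding 50 nM (final) substrate. Enzyme (10 nM) and compounds were first incubated 15 min at room temperature; enzyme-free buffer wells were negative controls.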
ALOX12 inh: inhibitors of human 12S-lipoxygenase ALOX12. 1.1% of 580,000 active. P18054. Potency, µM (top dose mostly 108 µM), without a hit: at the highest dose activity change, negative = inhibition, usual class: inhibitors. AID 1671190. purified 12hLO, xylenol orange hydroperoxide absorbance; also: potency is read from the fitted curve at half-maximal effect; % is scaled to controls: 0 for no effect and ±100 for the full control effect
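Purified human 12hLO at 150 nM in 25 mM Hepes, 0.01% Triton X-100, pH 7.0, preincubated 15 min at room temperature with compound. Reaction started with 40 uM arachidonic acid, 30 min at room temperature. Hydroperoxide measured by Fe-xylenol orange, 573/405 nm absorbance ratio.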
TRHR ag: activates the human TRH receptor; 0.18% of 360,000 active; AID 493084; activation, % at 2 µM; TRHR cells, calcium flux fluo-8, FDSS agonist mode; P34981; in the data active = activation above about 30%; also: 0% is about no effect
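Fluo-8-loaded TRHR cells; 10 s baseline, compound added, kinetic Ca2+ fluorescence read 1/s, agonist mode.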
BLM helicase inh: inhibitors of human Bloom syndrome helicase BLM; recombinant BLM DNA unwinding, fluorescence dequenching; Potency, µM (top dose mostly 56.1 µM), for inactives: at the highest dose activity change, negative = inhibition, hits mostly inhibitors; 0.2% of 350,000 active; AID 2528;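 also: potency is read from the fitted curve at half-maximal effect; plate controls were vehicle for no effect and no enzyme for full effect; nearly all actives have a fitted effect of over 35% in size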
ERG Ets-DNA blk: inhibitors of human ERG Ets domain-DNA interaction; Potency, µM (titrated, usually from 76.9 µM), without a hit: top-dose FP activity, negative = inhibition, hits mostly inhibitors; 0.028% of 370,000 active; P11308; fluorescence polarization, His-ERG Ets domain / labelled DNA; active = well fitted inhibition curve with a large enough effect in the polarisation, with a control signal flat; inconclusive = small, poorly fitted or top-dose-only effect, or effect the other way, or a change in a side signal; inactive = no such curve, though single readings can be large or run the other way; the % refers to the polarisation;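 also: polarization taken with two DNA probes labelled with fluorescein and Texas red; potency is read from the fitted curve at half-maximal effect; % of control where 0% means no effect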
Target sequence (P11308 whole entry, looked up, the tested form may be a part): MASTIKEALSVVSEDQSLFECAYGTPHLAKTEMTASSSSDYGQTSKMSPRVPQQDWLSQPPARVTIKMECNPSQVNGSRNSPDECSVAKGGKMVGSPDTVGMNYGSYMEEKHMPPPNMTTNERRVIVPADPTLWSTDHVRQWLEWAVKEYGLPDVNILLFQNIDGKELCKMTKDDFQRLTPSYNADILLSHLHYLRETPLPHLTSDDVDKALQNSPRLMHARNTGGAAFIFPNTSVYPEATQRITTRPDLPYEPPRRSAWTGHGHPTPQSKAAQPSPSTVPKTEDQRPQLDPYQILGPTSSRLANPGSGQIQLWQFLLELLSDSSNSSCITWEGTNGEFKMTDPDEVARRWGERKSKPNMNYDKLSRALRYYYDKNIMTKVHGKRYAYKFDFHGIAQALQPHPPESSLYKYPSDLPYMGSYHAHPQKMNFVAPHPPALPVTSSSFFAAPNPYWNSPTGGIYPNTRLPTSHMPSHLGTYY
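His-tagged ERG Ets domain (1 uM in the protein solution; 300mM KCl, 50mM Tris-HCl, 1mM EDTA, 1mM DTT, pH 7.5) received compound, then a probe mix of 5 nM fluorescein-DNA and 100nM Texas-615-DNA. Fluorescence polarization was read for both dyes.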
Pol beta inh: inhibitors of human DNA polymerase beta; P06746; Pol beta primer extension/strand displacement, fluorescence kinetic; Potency, µM (doses to about 114 µM), without a hit: at the top dose activity change, negative = inhibition, hits mostly inhibitors; 1.3% of 340,000 active; also: potency is read from the fitted curve at half-maximal effect; % is scaled to controls: 0 for no effect and ±100 for the full control effect
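Pol beta (10 nM) and compounds were preincubated 15 min at room temperature, then 50 nM substrate (final) started primer extension/strand displacement. Reads were taken at 0 and 10 min; concentration-response data were fitted to a four-parameter Hill equation.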
Active calls of the source: *; ? = inconclusive; . = not tested or not shown; & = joins results of further samples; [ ] = another dose, or the depositor's remark. Unless noted, calls follow the shape of the dose curve; as a rule, active = well fitted curve in the direction sought with a large enough effect; inconclusive = small, poorly fitted or top-dose-only effect, or another doubt; inactive = no such curve, though single readings can be large; an effect the other way counts as inactive or inconclusive. These rows are one share of the data. The share of hits here may be higher or lower than overall.

Fields: POLK inh, Anesthetic bind, APE1 inh, POLI inh, ALOX12 inh, TRHR ag, BLM helicase inh, ERG Ets-DNA blk, Pol beta inh
COc1ccc(-c2noc(N3CCC(C(=O)NCc4ccccc4Cl)CC3)n2)cc1
    1%, -10%, 7%, 3%, 8%, -0.4, -1%, -18%, -19%
Cc1cccc(NC(=O)NCc2ccc3[nH]c(C)cc3c2)c1
    -9%, -15%, -2%, ?, -27%, -0.8, 1%, -10%, -12%
O=C(c1cccc(S(=O)(=O)Nc2ccccc2Cl)c1)N1CCCCCC1
    -7%, ., 10%, 16%, -14%, 0.7, ., ., .
Cc1cc(C)n(C2CCCCC2OC(=O)c2ccccc2)n1 (stereo not given)
    -2%, -8%, 6%, -10%, 9%, 0.1, -3%, -1%, 7%
C=CCN(c1ccccc1OC)S(=O)(=O)c1cccc(C(=O)OC2CCOC2=O)c1 (stereo not given)
    -8%, ., 14%, ?, -3%, ., ., 19%, .
O=C(Nc1ccc(F)cc1)C1CC(=O)n2ncnc2N1 (stereo not given)
    -24%, 0%, -2%, 155%[activator], -1%, 0.7, -2%, -14%, 30%
C=CCOc1ccc(C2NC(=O)NC(C)=C2C(=O)OC)cc1 (stereo not given)
    -6%, -12%, 12%, 33%[activator], 12%, 0.8, -3%, -7%, -15%
COC(=O)CC1=NN(c2ccc(OC)cc2)C(=O)C1
    -3%, -9%, -4%, 37%[activator], -10%, -0.7, -11%, 10%, -5%
Cn1cc(S(=O)(=O)CC(=O)N2CCCc3ccccc32)c2ccccc21
    -1%, -17%, 9%, 8%, -26%, 0.0, 1%, 6%, 28%
Cc1cccc(C(=O)O)c1[N+](=O)[O-]
    -19%, ., 14%&-3%, 13%, -19%, -0.1, ., 11%, .

Reprinted at random: 2 compounds from above, in no set order.
Fields: POLK inh, Anesthetic bind, APE1 inh, POLI inh, ALOX12 inh, TRHR ag, BLM helicase inh, ERG Ets-DNA blk, Pol beta inh
Cn1cc(S(=O)(=O)CC(=O)N2CCCc3ccccc32)c2ccccc21
    -1%, -17%, 9%, 8%, -26%, 0.0, 1%, 6%, 28%
Cc1cccc(C(=O)O)c1[N+](=O)[O-]
    -19%, ., 14%&-3%, 13%, -19%, -0.1, ., 11%, .

As a working copy, some entries already given.
Fields: POLK inh, Anesthetic bind, APE1 inh, POLI inh, ALOX12 inh, TRHR ag, BLM helicase inh, ERG Ets-DNA blk, Pol beta inh
O=C(Nc1ccc(F)cc1)C1CC(=O)n2ncnc2N1 (stereo not given)
    -24%, 0%, -2%, 155%[activator], -1%, 0.7, -2%, -14%, 30%
C=CCOc1ccc(C2NC(=O)NC(C)=C2C(=O)OC)cc1 (stereo not given)
    -6%, -12%, 12%, 33%[activator], 12%, 0.8, -3%, -7%, -15%
COC(=O)CC1=NN(c2ccc(OC)cc2)C(=O)C1
    -3%, -9%, -4%, 37%[activator], -10%, -0.7, -11%, 10%, -5%
Cn1cc(S(=O)(=O)CC(=O)N2CCCc3ccccc32)c2ccccc21
    -1%, -17%, 9%, 8%, -26%, 0.0, 1%, 6%, 28%

Next section:
Fields: POLK inh, Anesthetic bind, APE1 inh, POLI inh, ALOX12 inh, TRHR ag, BLM helicase inh, ERG Ets-DNA blk, Pol beta inh
NC(=S)NC(=O)/C=C/c1ccccc1
    -8%, -7%, 7%, -26%, -16%, -2.1, -4%, 17%, 58%
O=C1/C(=C/c2ccco2)Oc2c1ccc(O)c2CN1CCCCC1
    79µM*, 370%[activator], ?, ?, ?, 8.2, -4%, 0%, 20µM*
Cc1cc(C)cc(-c2nnc(SCC(=O)N3CCN(C(=O)c4ccco4)CC3)o2)c1
    -4%, -23%, -1%, 21%, -26%, 0.8, 2%, 4%, 16%
CCN(CC)C1CC(=O)N(c2cccc(Cl)c2)C1=O (stereo not given)
    1%, ?, 22%, 25%, ?, 0.4, -14%, -12%, 3%
O=C(C(Cc1ccccc1)n1cccc1)N1CCN(Cc2ccccc2)CC1 (stereo not given)
    5%, -16%, 5%, 18%, ., 1.5, -8%, 12%, 0%
CC1CCCN(S(=O)(=O)c2ccc3oc(=O)ccc3c2)C1 (stereo not given)
    -4%, -6%, 8%, 34%[activator], ?, -0.6, 0%, -3%, 25%
CCCCN(C)C(=O)C1CCN(Cc2cccc(OCc3ccccc3)c2)CC1
    -6%, 5%, 3%, 20%, 5.6µM*, -0.4, -1%, 5%, 12%
COC(=O)c1sccc1NC(=O)/C=C/C(=O)O
    -9%, -2%, -2%, ?, -6%, 0.3, -1%, ?, 0%
COc1ccc(C(=O)N2CCC(=O)N(C(CO)Cc3ccccc3)CC2)cc1 (stereo not given)
    -1%, 1%, 0%, 6%, -12%, -0.3, 1%, 13%, -4%
NNC(=O)c1cccc(COc2ccc(Br)cc2)c1
    -1%, ?, 0%, -6%, 11%, -0.9, -7%, 13%, 30%
CC(=O)OC1CCC2(C)C(=CC=C3C2CCC2(C)C3CCC2C(C)/C=C/C(C)C(C)C)C1(C)C (stereo not given)
    -4%[60.1 µM], -4%, 11%, ., ., ., -13%, ., .
CCN(CC(=O)Nc1c(F)cccc1F)C(=O)CCNC(=O)c1ccco1
    3%, ., 10%, 58%[activator], -23%, 0.2, ., 3%, .
CCOC(=O)C1=C(c2ccccc2)N=c2s/c(=C\c3cc(OC)c(OC)c(OC)c3)c(=O)n2C1c1cccs1 (stereo not given)
    -18%, -18%, -4%, ?, 22%, 0.5, -1%, ., 3%
COc1cc2c(cc1OC)CN(C(=O)/C=C/c1ccc(F)cc1)CC2
    -8%, 6%, 18%, 28%, 1%, -1.9, 0%, -2%, 22%
COc1ccccc1OCC(=O)O/N=C(\N)c1ccccn1
    -19%, -6%, 4%, 16%, ?, -0.4, -5%, 0%, -1%
COC(=O)CNC(=O)CN1C(=O)N(c2ccccc2)C(N(O)C(=O)Nc2ccccc2)C1(C)C (stereo not given)
    -9%, -5%, 1%, 10%, 0%, 0.2, 5%, -1%, 4%
Nc1nc(N)c(Cc2ccc(Cl)cc2Cl)c(N)n1
    5%, -12%, -1%, -20%, -6%, 1.4, -4%, 21%, 1%
COC(=O)c1[nH]c2ccc(F)cc2c1NC(=O)CCN1CCN(Cc2ccc3c(c2)OCO3)CC1
    7%, -13%, -2%, -3%, 1%, -0.2, 5%, -3%, 3%
Cc1ccnc(NC(=O)CCC(=O)N(CC(=O)NC2CCCCC2)Cc2cccs2)c1
    -2%, -3%, -2%, 31%[activator], 11%, 0.0, -3%, 2%, 11%
CCOc1ccc(CCNC(=O)C(C)n2nc(C)n3c(cc4occc43)c2=O)cc1OCC (stereo not given)
    -5%&3%, -12%, 13%, 14%&24%, -2%&-24%, -0.2, 0%&4%, 6%&4%, 53%
CC(NC(=O)c1cc2ccccc2oc1=O)c1ccc(O)cc1 (stereo not given)
    -4%, -20%, 31%, 12%, -1%, 0.5, 0%, 7%, -1%
Cc1ccc(Nc2cccc(C(F)(F)F)c2)nn1
    -5%, ., ., 36%[activator], 0%, ., ., -10%, .
Cc1ccc2c(CN3CC(C)CC(C)C3)cc(=O)oc2c1C (stereo not given)
    -7%, -1%, 1%, 146%[activator], ?, -0.5, -7%, 5%, 10%
CC1(C)CCN(Cc2ccccc2)C1CC#N (stereo not given)
    -8%, ?, 2%, ?, -11%, 0.2, 1%, 2%, 2%
Cc1ccc(NC(=O)N2CCN(c3nnc(C)c4c(C)n(-c5ccccc5)nc34)CC2)cc1Cl
    0%, -6%, ., 6%, ?, -0.2, -11%, -2%, 1%
Cc1cc(=O)n(Cc2c(F)cccc2Cl)c2c1c(C)nn2-c1cccc(F)c1
    -10%, -4%, ., ?, -10%, -0.7, -3%, -2%, 3%
O=C(COc1ccc(Cl)cc1)NNC(=O)C(=O)N1CCCCC1
    -6%, -8%, 18%, 8%, 19%, -0.8, -3%, -3%, 9%
CC1CC(C)CN(C(=O)CSc2nc3ccsc3c(=O)n2Cc2ccccn2)C1 (stereo not given)
    -11%, -17%, -1%, 13%, -5%, -0.7, 0%, -1%, 18%
CN(C)c1ccc(/C=N/Nc2cc(N3CCOCC3)nc(N3CCOCC3)n2)cc1
    -10%, 2%, 5%, 61%[activator], -2%, -1.8, -11%, 17%, 0%
O=c1[nH]n(-c2ccc(Cl)cc2)c(=O)c(Cl)c1Cl
    -7%, -11%, -2%, -7%, ?, -0.2, 0%, -7%, 7%
CCOc1ccc(-n2c(SCC(=O)Nc3nccs3)nnc2-c2ccoc2C)cc1
    4%, 0%, ?, 21%, 18%, 1.1, -6%, -5%, -11%
CSc1ccc(S(=O)(=O)N2CCC(C(=O)Nc3ccccc3C(F)(F)F)CC2)cc1
    -7%, -8%, 24%, 39%[activator], -2%, -0.4, -6%, 5%, -21%
O=C(Cc1ccc(Br)cc1)N1CCOCC1
    -3%, 0%, 50%[activator], 111%[activator], 9%, 0.4, -2%, 18%, 26%
O=C(CN1CCOCC1)Nc1scc2c1c(=O)oc1ccccc12
    -9%, 8%, -3%, 6%, 0%, -0.6, -5%, -7%, -19%
Cc1c2c(nc3c(C(=O)NC4CCCC4)cnn13)CCCC2
    -3%, -10%, -1%, -5%, 2%, -0.7, -1%, 2%, 20%
